From PubChem
Mac1 fbg enh – enhancers of CD11b/CD18 adhesion to fibrinogen, primary screen, K562 cells, luminescence; Integrin beta-2 (Homo sapiens) + Integrin alpha-M (Homo sapiens), P05107+P11215; ATPlite luminescence; activation, % at 10 µM; 93,000 tested, 0.07% active;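 active means 10 µM primary screen giving 50% or more activity, confirmed by 40% or more on retest at that dose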; further: strong numbers were not always called active
H69AR inhibit – proliferation blockers of H69AR lung cancer cells, primary screen, cell-based, human, 86K library; H69AR lung tumor viability, ATP luminescence, 72 h; hits give low values; 85,000 tested, 6% active; viability, % at 10 µM;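 active means viability at or below 40%; inactive means viability above 40%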;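 further: multidrug resistant small cell line overexpressing MRP-1 efflux transporter; 100% = mean luminescence of untreated control wells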
HUVEC prolif 384 – inhibitors of HUVEC proliferation, primary screen, cell-based, 384-well; CellTiter-Glo luminescence, 72 h; hits give low values; viability, % at 10 µM (by protocol); 86,000 tested, 1.1% active; AID 648, 2007;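 active means viability at or below 30%; inactive means viability above 30%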;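 further: 100% = median luminescence of DMSO-only cell control wells on each plate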
ERa SRC1 inh – ERα–SRC-1 coactivator interaction inhibitors, primary screen, biochemical, TR-FRET, ERα LBD, estradiol-bound | Estrogen receptor (Homo sapiens), P03372 | inhibition, % at 25.6 µM | 86,000 tested, 1.7% active | TR-FRET ER-alpha LBD / SRC-1 peptide | AID 629, 2007; in the data active means inhibition above about 50%;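 further: 0% = receptor plus peptide control and 100% = peptide only without receptor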
Smad3 inh – Smad3/FoxH1 peptide binding inhibitors, primary screen, biochemical, TR-FRET; Mothers against decapentaplegic homolog 3 (Homo sapiens), P84022; AID 630, 2007; 88,000 tested, 0.29% active; inhibition, % at 25 µM; TR-FRET Smad3/Dy647-FoxH1 peptide binding, europium anti-His;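 active means compounds that reduce the energy-transfer binding signal between the protein and its labelled peptide by more than half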;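 further: 0% = Smad3 plus labelled peptide maximal FRET and 100% = peptide-only background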
Target sequence (P84022 whole entry, looked up): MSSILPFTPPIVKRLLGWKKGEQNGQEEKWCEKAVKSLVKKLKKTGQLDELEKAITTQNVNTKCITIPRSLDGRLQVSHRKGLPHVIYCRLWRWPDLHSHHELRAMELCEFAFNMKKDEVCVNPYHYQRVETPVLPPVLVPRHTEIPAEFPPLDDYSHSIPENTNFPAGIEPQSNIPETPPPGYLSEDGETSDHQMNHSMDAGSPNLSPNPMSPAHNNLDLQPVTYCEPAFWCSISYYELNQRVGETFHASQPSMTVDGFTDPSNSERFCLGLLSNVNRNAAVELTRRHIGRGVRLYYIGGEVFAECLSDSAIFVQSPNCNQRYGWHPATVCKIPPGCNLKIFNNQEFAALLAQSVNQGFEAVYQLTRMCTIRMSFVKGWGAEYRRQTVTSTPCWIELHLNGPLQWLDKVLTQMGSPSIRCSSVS
MT1-MMP txn act – MT1-MMP promoter reporter activation – cell-based, luciferase luminescence, primary screen. HT1080 MT1-MMP promoter luciferase reporter, overnight; hits give high values. activation factor at 10 µM. 86,000 tested, 0.16% active;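 active means activation factor of at least 2 for MT1-MMP transcription at 10 µM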
Lung fibro prol – antiproliferative effect on LL 47 fibroblasts – human, LL 47 cells, CellTiter-Glo luminescence, primary screen. LL 47 human lung fibroblast viability, ATP luminescence; hits give low values. viability, % at 10 µM. 85,000 tested, 1.1% active;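 active means viability at or below 50% in the single dose screen; inactive means viability above 50%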;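 further: compound exposure lasted 72 h before the ATP readout; 100% = median luminescence of untreated cell-only wells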
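Assay system: human lung fibroblast line LL 47, low passage. Input: 1,150 fibroblasts seeded per well. Times: overnight cell rest, 72 h compound treatment at 37 °C. Evaluation: % viability of median cell-only signal. Technique: luminescent ATP detection, CellTiter-Glo. Control set: cell-only wells, no compound.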
ERa SRC1 pot – enhancers of ERα–SRC-1 coactivator binding, primary screen, biochemical, TR-FRET, ERα LBD, low estradiol. TR-FRET ERalpha-LBD/SRC-Cy5 coactivator binding, 2 h; 100 = basal binding, no effect. 86,000 tested, 1.3% active. coactivator binding (% of control), % at 25.6 µM; in the data active means activity above about 200%;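 further: binding measured in presence of low estradiol as agonist stimulus; 0% = peptide alone without receptor and 100% = receptor with peptide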
ERb SRC1 inh – inhibitors of ERβ-SRC1 coactivator interaction, primary screen, biochemical, TR-FRET, ERβ LBD, SRC-1 peptide; TR-FRET ER-beta LBD / SRC1-Cy5 peptide binding; receptor agonist-loaded with 1 µM estradiol; inhibition, % at 25.6 µM; 86,000 tested, 1.3% active;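 active means compounds whose percent inhibition of the receptor-coactivator binding signal exceeds about 50% in the single-dose screen, limit read from the data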;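 further: 0% = receptor plus peptide wells without compound and 100% = peptide-only wells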
Target sequence (Q92731 whole entry, looked up, the tested form may be a part): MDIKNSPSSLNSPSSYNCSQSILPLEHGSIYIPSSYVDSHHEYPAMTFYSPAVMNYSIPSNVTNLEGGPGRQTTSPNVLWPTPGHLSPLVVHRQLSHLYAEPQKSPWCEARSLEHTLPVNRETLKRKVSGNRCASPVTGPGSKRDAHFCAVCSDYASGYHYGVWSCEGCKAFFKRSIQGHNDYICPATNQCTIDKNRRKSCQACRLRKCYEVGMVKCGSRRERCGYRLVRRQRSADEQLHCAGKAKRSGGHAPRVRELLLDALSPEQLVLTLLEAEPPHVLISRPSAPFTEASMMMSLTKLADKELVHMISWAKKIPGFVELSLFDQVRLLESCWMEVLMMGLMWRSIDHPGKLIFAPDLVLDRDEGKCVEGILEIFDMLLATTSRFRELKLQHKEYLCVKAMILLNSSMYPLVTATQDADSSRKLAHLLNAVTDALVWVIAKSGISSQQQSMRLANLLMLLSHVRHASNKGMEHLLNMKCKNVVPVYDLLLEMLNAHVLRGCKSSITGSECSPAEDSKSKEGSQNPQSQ
The depositor's hits bear a star; i = inactive; · = no result given; [ ] = dose if it differs, or a comment. A portion of the library; the hit share may differ from the screen's.

mol,Lung fibro prol,ERa SRC1 inh,HUVEC prolif 384,ERb SRC1 inh,H69AR inhibit,MT1-MMP txn act,Smad3 inh,ERa SRC1 pot,Mac1 fbg enh
COc1ccc(-n2nnc3c(SCC(=O)N4CCN(c5ccccc5)CC4)ncnc32)cc1,109.3,-30.6,92.0,-31.9,81.1,0.9,-0.8,109.1,·
COc1cccc(C(=O)N2CCN(Cc3cc(Br)ccc3OC)CC2)c1,96.8,-5.0,73.0,4.5,59.5,1,5.6,103.5,·
Cn1c(SCC(=O)Nc2nccs2)nnc1-c1ccc(S(=O)(=O)N2CCCC2)cc1,96.6,11.1[fluorescence artefact?],104.6,5.4[fluorescence artefact?],85.9,1.2,0.6,41.5[fluorescence artefact?],-5.2
Cc1nc(SCC(=O)Nc2ccc3c(c2)OCO3)c(C#N)c2c1CCCC2,109.1,3.1[fluorescence artefact?],84.0,10.4[fluorescence artefact?],56.8,1.2,14.7,131.3,-2.2
O=C(COc1ncnc2c(Cl)cc(Cl)cc12)NCCC1=CCCCC1,98.8,14.6,91.0,5.7,93.0,1.1,-39.7,136.2,31.5
CSc1nnc([C@@H](NC(=O)OC(C)(C)C)C(C)C)o1,98.2,7.7[fluorescence artefact?],92.4,-9.6[fluorescence artefact?],96.9,1.1,-3.7,124.3,0.4
CCOC(=O)N1CCN(C(=O)CN(c2ccc(OC)cc2)S(C)(=O)=O)CC1,117.0,-9.2,83.0,-4.5,86.5,1.2,1.8,95.5,·
Cn1c(=O)c2c(nc(NCc3ccco3)n2C/C=C/c2ccccc2)n(C)c1=O,96.8,28.7,63.7,43.2,70.6,1,9.3,60.2,-1.7
CC(=O)NCC12CC3CC(C1)CC(C(=O)O)(C3)C2,96.1,-45.0,90.6,-22.1,87.1,1.1,8.7,106.4,2.2
CCOC(=O)C1C(=O)CC(C)(O)C(C(=O)OCC)C1c1ccc(F)cc1 (centres undefined),105.7,-6.7,109.1,-3.4,99.0,1.2,-6.2,110.9,2.9
CCC1CCCCN1CCCNC(=O)CC1Oc2ccccc2NC1=O (centres undefined),102.9,7.7,95.3,1.7[fluorescence artefact?],94.6,1.1,-17.1,94.1,3.9
CCCCCOC(=O)c1c(N)n(CCOC)c2nc3ccccc3nc12,97.1,-4.9,76.5,-1.6,64.1,1,-11.6,96.5,0.4
CCCCOc1nc(N)nc(-c2ccccc2)n1,92.7,4.1,104.2,-0.8,91.9,1.2,5.8,117.1,-1.6
O=C(c1cc2ccccc2o1)c1cccs1,93.2,-13.8,87.7,-6.6,80.5,1.6,13.1,92.5[fluorescence artefact?],1.5
Cc1cc(Nc2ccccc2)n(CCO)n1,105.2,-8.5,100.0,-3.5,102.6,1.6,-1.4,101.4,0.5
COc1ccc(CC(=O)Nc2nncs2)cc1OC,97.2,-1.8,104.2,-0.1,101.5,1.2,10.7,115.3,-3.4
COc1cc(NC(=O)N2CCOCC2)cc(OC)c1,111.3,-6.1,107.4,-10.8,92.7,1,1.5,117.1,-4.1
N#Cc1cccc(NC(=O)CCC2CCCC2)c1,98.6,23.8,97.3,-7.4,89.1,1.2,6.5,113.5,-3.2
COc1ccccc1-n1nnnc1SCC(=O)NC1CCCC1,100.8,0.7,96.0,-3.8,89.6,1.1,-0.9,88.6,-3.7
CC(CCc1ccccc1)NC(=O)CSc1nc(N)cc(N)n1 (centres undefined),95.2,-14.8,79.8,0.2,108.7,1.1,-0.5,83.3[fluorescence artefact?],·
O=C(c1cccc(-c2nnc(-c3ccccc3)o2)c1)N1CCCCCC1,105.8,-15.2,113.7,21.7,86.4,1.4,i,113.8,-4.5
c1ccc(-c2oc3ncnc(NCCN4CCOCC4)c3c2-c2ccccc2)cc1,83.9,-14.0[fluorescence artefact?],59.5,-5.4[fluorescence artefact?],36.5*,0.9,14.2,89.2,2.0
CCC1Oc2ccccc2N(CC(=O)NCCN2CCc3ccccc3C2)C1=O (centres undefined),94.0,-1.4,89.7,0.3,98.0,1.1,9.1,103.7,-3.9
Cc1cccc(C2c3c(n(C)c(=O)n(C)c3=O)N=C3c4ccccc4C(=O)C32)c1 (centres undefined),58.9,46.7,54.0,33.8[fluorescence artefact?],4.4*,1.1,1.0,148.3[fluorescence artefact?],·
CCOCCn1cnc2sc(C(=O)NCC(=O)OCC)c(C)c2c1=O,96.6,2.5,97.5,-4.3,98.5,1.4,0.3,118.3,·
Nn1c(SCC(=O)Nc2ccc(F)cc2F)nnc1C1CCCCC1,·,1.3,97.7,-6.8,90.8,1.5,5.2,105.5[fluorescence artefact?],3.6
CN(Cc1ccccc1)c1nc2c(c(=O)n(C)c(=O)n2C)n1CCSc1ncccn1,108.9,-8.2,99.5,-1.9,80.3,1.2,0.6,109.5,6.3
CCOc1ccc(-c2cnc(SCC(N)=O)nc2N)cc1,100.7,-16.0,92.4,-20.1[fluorescence artefact?],103.4,1.1,2.3,104.5,5.6
O=C(O)Cn1nc(C(F)(F)F)c2c1CCC2,93.1,-0.8[fluorescence artefact?],94.8,10.3[fluorescence artefact?],80.3,1.1,-2.1,105.4,3.3
CCc1nnc(NS(=O)(=O)c2ccc(NS(=O)(=O)c3ccccc3)cc2)s1,102.3,1.6,102.1,-7.5[fluorescence artefact?],100.1,1.1,6.0[fluorescence artefact?],105.6,-3.4

mol,Lung fibro prol,ERa SRC1 inh,HUVEC prolif 384,ERb SRC1 inh,H69AR inhibit,MT1-MMP txn act,Smad3 inh,ERa SRC1 pot,Mac1 fbg enh
Cc1nn(C)c(C)c1S(=O)(=O)N1CCCC(C(=O)N2CCN(c3ccc(Cl)cc3)CC2)C1 (centres undefined),81.5,7.8,80.0,-6.4,51.4,1.2,-3.6,94.8,-4.1
COC(=O)C1=C(CSc2nc3c(cc2C#N)CN(C)CC3)OC(N)=C(C#N)C1c1ccccc1F (centres undefined),94.7,-4.3,92.2,-0.4,82.1,1.1,-0.8,94.2,·
C/C(=N\O)C(C)(C)NC(=O)Nc1ccc(Cl)cc1,96.2,2.7[fluorescence artefact?],104.3,4.2[fluorescence artefact?],92.5,1.3,-10.2,99.5,-3.8
COc1cc(CCC(=O)OCc2nnc(-c3ccccc3)o2)cc(OC)c1OC,91.8,-16.2,95.3,-3.9,77.2,1.3,2.3,98.3,-1.6
O=C(NC1CCCCCC1)C1CCCN1S(=O)(=O)c1cccc2cccnc12 (centres undefined),99.1,-6.3,97.3,8.6,75.2,1.4,-8.9,109.6,-0.4
Cc1sc(NC(=O)c2ccco2)nc1-c1ccc2c(c1)CC(C)N2C(=O)C1CC1 (centres undefined),75.8,-0.7,38.9,19.3[fluorescence artefact?],·,1.2,-5.3,172.2,-3.1
CCOc1ccc(-c2nn3c(-c4ccccc4)nnc3s2)cc1,102.3,2.2,19.4*,2.4,77.3,1,27.1[fluorescence artefact?],110.3,11.9
O=C(COc1ccc(S(=O)(=O)NC2CCCCC2)cc1)Nc1ccc2c(c1)OCCO2,99.8,4.8,93.2,8.9,90.5,1.2,0.2,76.8,0.2
COC(=O)CN1C(=O)C2(C(C#N)=C(N)Oc3c2c(C)nn3-c2ccccc2)c2ccccc21 (centres undefined),97.3,-3.0,91.5,-2.4,65.9,1.1,6.8,107.6,·
CCOC(=O)c1[nH]c(C)c(C(=O)OC(C)C(=O)Nc2ncc(Cl)cc2Cl)c1C (centres undefined),95.9,-7.9,78.7,2.9[fluorescence artefact?],25.7*,1.2,3.8,105.9,2.6
CCOC(=O)N1CCN(C(=O)c2ccc3c(=O)n(-c4ccc(F)cc4)c(=S)[nH]c3c2)CC1,90.9,-4.9,91.1,-13.3,85.0,1,20.6,111.2,-2.7
Cc1cccc(N2CC34C=CC(O3)C(C(=O)O)C4C2=O)c1 (centres undefined),98.8,6.4[fluorescence artefact?],93.6,9.5,93.7,1.2,3.4,103.0,-1.5
CCCc1cc(C(=O)Nc2sc(C)c(C)c2C(=O)OCC)no1,94.9,3.6,85.4,-8.9,83.2,1,-2.6,105.2,-1.3
O=C(NCCN1CCOCC1)c1cc(S(=O)(=O)NCCCN2CCCC2=O)ccc1Cl,108.0,3.1,100.9,2.5,95.3,1.1,3.9,110.2,-0.7
CCn1cc(C(=O)Nc2cccc(C(=O)OC)c2)c(=O)c2ccc(C)nc21,101.3,-5.2,101.3,-3.3,91.0,1.1,-14.2,154.0[fluorescence artefact?],14.4
CC(C)C(CC(=O)N1CCCCC1)C1CCOC(C)(C)C1 (centres undefined),101.6,-15.2,101.7,-16.4,92.0,1,-2.0,108.0,·
Cc1ccccc1C1CC(c2ccccc2)Nc2ncnn21 (centres undefined),96.6,6.1[fluorescence artefact?],99.8,-0.6[fluorescence artefact?],55.8,·,-10.2,109.0,-5.9
C=CCn1c(Sc2nncn2C)nc2c1c(=O)[nH]c(=O)n2C,99.8,-9.0,108.5,-5.8,108.3,1,-8.3,87.4,·
Cn1c(NC(=O)c2ccccc2)c(-c2ccccn2)c(=O)c2ccccc21,105.0,1.2,116.5,-8.3,96.0,1.1,16.0,97.1,1.0
COc1ccc(NC(=O)CN2CC(c3ccccc3)CC2=O)cc1OC (centres undefined),99.0,-9.1,113.2,-1.4,93.7,1.2,-5.6,106.9[fluorescence artefact?],·
Cc1cnc(C(=O)Nc2cccc(-c3nnc4n3CCCCC4)c2)cn1,102.0,8.8,112.7,7.4,91.8,1.1,5.5,114.3,·
CCOc1ccccc1-c1nc(-c2cc3ccccc3nc2OC)no1,94.4,9.8,89.9,66.6*,53.3,1.1,4.3,164.9,-0.3
CC1CCCCN1c1nnc(NC(=O)Cn2c(=O)oc3ccccc32)s1 (centres undefined),97.3,0.6,102.3,1.6,99.8,1.1,-13.8,70.8[fluorescence artefact?],0.1
Cc1cc(Cl)c(S(=O)(=O)Nc2ccc3c(c2)OCCO3)cc1OCC(=O)NC1CCCCC1,95.6,7.7[fluorescence artefact?],95.4,3.0,84.4,1.2,-4.2,111.4,-1.0

Among those listed so far, 3 have a COOH group:
mol,Lung fibro prol,ERa SRC1 inh,HUVEC prolif 384,ERb SRC1 inh,H69AR inhibit,MT1-MMP txn act,Smad3 inh,ERa SRC1 pot,Mac1 fbg enh
CC(=O)NCC12CC3CC(C1)CC(C(=O)O)(C3)C2,96.1,-45.0,90.6,-22.1,87.1,1.1,8.7,106.4,2.2
O=C(O)Cn1nc(C(F)(F)F)c2c1CCC2,93.1,-0.8[fluorescence artefact?],94.8,10.3[fluorescence artefact?],80.3,1.1,-2.1,105.4,3.3
Cc1cccc(N2CC34C=CC(O3)C(C(=O)O)C4C2=O)c1 (centres undefined),98.8,6.4[fluorescence artefact?],93.6,9.5,93.7,1.2,3.4,103.0,-1.5
